Jurkat NFkB inh: inhibitors of induced NF-kB luciferase reporter, primary screen, TCR NF-kB activation inhibitor project, cell-based, luminescence, uHTS; inhibition, % at 4 µM; Jurkat, PMA/ionomycin-induced NF-kB luciferase reporter; 330,000 tested, 0.53% active
HKDC1 inhibitor: HKDC1 hexokinase inhibitors, primary screen, biochemical, fluorescence, uHTS; Q2TB90; recombinant HKDC1, G6PDH/diaphorase resazurin coupled fluorescence; inhibition, % at 20 µM; 340,000 tested, 0.16% active; AID 493160, 2011;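 active = inhibition above about 35% when tested at 20 µM, limit read from the data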;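 note: plate controls were DMSO wells with enzyme for no effect and DMSO wells lacking enzyme for full effect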
Target sequence (Q2TB90 whole entry, looked up): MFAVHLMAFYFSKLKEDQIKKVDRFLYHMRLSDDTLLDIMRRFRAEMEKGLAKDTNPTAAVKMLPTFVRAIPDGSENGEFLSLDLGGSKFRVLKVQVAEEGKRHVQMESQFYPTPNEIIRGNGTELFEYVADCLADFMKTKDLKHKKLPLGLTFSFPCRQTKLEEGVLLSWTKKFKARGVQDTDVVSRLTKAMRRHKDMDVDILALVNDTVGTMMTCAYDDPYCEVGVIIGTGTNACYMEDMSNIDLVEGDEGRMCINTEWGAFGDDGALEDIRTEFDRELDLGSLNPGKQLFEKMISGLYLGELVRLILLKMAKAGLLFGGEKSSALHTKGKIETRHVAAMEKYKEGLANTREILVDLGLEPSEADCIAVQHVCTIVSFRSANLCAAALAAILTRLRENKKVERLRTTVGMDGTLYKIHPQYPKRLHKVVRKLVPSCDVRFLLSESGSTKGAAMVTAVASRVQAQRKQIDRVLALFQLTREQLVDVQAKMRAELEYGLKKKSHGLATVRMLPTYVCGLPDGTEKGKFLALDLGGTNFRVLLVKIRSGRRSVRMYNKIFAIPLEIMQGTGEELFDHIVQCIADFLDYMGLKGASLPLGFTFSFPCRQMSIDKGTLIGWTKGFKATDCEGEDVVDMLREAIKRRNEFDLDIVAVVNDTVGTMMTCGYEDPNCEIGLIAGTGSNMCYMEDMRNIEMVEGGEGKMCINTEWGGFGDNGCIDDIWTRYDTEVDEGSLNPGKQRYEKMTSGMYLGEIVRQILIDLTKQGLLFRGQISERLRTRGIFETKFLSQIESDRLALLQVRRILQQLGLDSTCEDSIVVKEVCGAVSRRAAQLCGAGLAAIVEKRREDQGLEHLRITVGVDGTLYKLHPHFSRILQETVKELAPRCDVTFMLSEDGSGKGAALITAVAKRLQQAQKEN
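Test system: HK5 enzyme. Quantity: 5 µg/mL HK5 final. Reagent: glucose and ATP substrates. Schedule: 90 min reaction incubation at room temperature, dark. Technique: resazurin-to-resorufin fluorescence via G6PDH and diaphorase coupling, 525/613 nm. Control set: DMSO wells with and without enzyme mix.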
SENP7 block: SENP7 protease inhibitors, primary screen, biochemical, luminescence, uHTS | 330,000 tested, 1.5% active | AID 434973, 2010 | recombinant SENP7, Z-RLRGG-aminoluciferin luminescence, 40 min | inhibition, % at 5 µM | Sentrin-specific protease 7 (Homo sapiens), Q9BQF6;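 active = inhibition above about 50% at the single test dose, limit read from the data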;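 note: plate controls were DMSO with enzyme for no effect and no enzyme buffer wells for full effect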
Apaf1 inhib: inhibitors of human Apaf-1 apoptosome, primary screen, biochemical, DEVD-Rh110 fluorescence, uHTS | Apoptotic protease-activating factor 1 (Homo sapiens), O14727 | reconstituted apoptosome caspase-3 activity | inhibition, % at 20 µM | 330,000 tested, 0.71% active | AID 489030, 2010; active = inhibition of at least 40% at 20 µM;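 note: plate controls were DMSO wells for no effect and DEVD-CHO caspase inhibitor wells for full effect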
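System: reconstituted apoptosome with Apaf-1, cytochrome c, caspase-9, procaspase-3, dATP; Signal: Rh110 fluorescence intensity; Schedule: 30 min compound preincubation, 50 min activation, room temperature; Reagent: cytochrome c trigger plus (Z-DEVD)2-Rh110 caspase-3 substrate.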
Gli-Sufu block: Gli-Sufu pathway antagonists, primary screen, luciferase luminescence, Sufu-KO-LIGHT cells, uHTS; 340,000 tested, 0.74% active; inhibition, % at 5 µM; Sufu-KO-LIGHT fibroblasts, Gli luciferase reporter luminescence;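 active = inhibition above about 55%, limit read from the data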;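 note: 0% = DMSO-treated cells and 100% = wells with medium but no cells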
UBC13 inh: UBC13 polyubiquitin chain formation inhibitors, primary screen, biochemical, TR-FRET, uHTS; Ubiquitin-conjugating enzyme E2 N (Homo sapiens), P61088; 330,000 tested, 0.47% active; inhibition, % at 20 µM; AID 485273, 2010; in the data active = inhibition above about 45%, passing the limit was not always enough
Target sequence (P61088 whole entry, looked up): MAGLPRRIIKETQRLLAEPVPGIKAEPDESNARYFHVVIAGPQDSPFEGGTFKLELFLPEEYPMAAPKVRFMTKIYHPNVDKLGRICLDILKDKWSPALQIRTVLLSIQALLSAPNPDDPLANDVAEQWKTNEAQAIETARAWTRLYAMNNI
SENP8 inh: SENP8 protease inhibitors, primary screen, biochemical, luminescence | 330,000 tested, 1.2% active | purified SENP8, Z-RLRGG-aminoluciferin cleavage | AID 2540, 2010 | inhibition, % at 10 µM | Sentrin-specific protease 8 (Homo sapiens), Q96LD8
697 NFkB inh: inhibitors of PMA/ionomycin-induced NF-kB reporter, 697 cells, primary screen, B-cell NF-kB inhibitor project, cell-based, luminescence, uHTS. 697 B-cell NF-kB luciferase reporter, 16 h. inhibition, % at 4 µM. 330,000 tested, 0.33% active. AID 435022, 2010; in the data active = inhibition above about 35%
Active calls of the source: *; . = not tested or not shown. Cut-off read from the data, not from the text of the source, unless noted: active = inhibition above about 50%; inactive = the rest. No enrichment for hits (roughly 3.6% active in at least one column).

SMILES | Jurkat NFkB inh | HKDC1 inhibitor | SENP7 block | Apaf1 inhib | Gli-Sufu block | UBC13 inh | SENP8 inh | 697 NFkB inh
Cc1cccc(OCCCC(=O)NC2CCCCC2)c1 | 5.0 | -3.2 | 2.8 | 5.9 | 14.7 | 8.6 | -5.1 | 15.0
COCCN1CN(S(=O)(=O)c2ccccc2)c2nc3ccccc3nc21 | 16.2 | -1.0 | -4.1 | -2.0 | 2.2 | 3.4 | -1.6 | 10.2
OC(CN1CCOCC1)c1ccc(F)cc1 (stereo not given) | 2.0 | -6.5 | -3.5 | -9.7 | -3.1 | 4.4 | -5.2 | -2.0
O=c1c2ccccc2nnn1CSc1ccccc1 | -143.0 | -2.5 | 78.0* | 2.0 | -87.7 | -2.8 | 74.6* | -214.7
Cc1noc(C)c1C(=O)Nc1cccnc1 | 21.3 | -1.8 | 2.4 | -16.7 | -2.2 | -3.3 | -0.8 | 19.2
CCn1cc(C(=O)NCCCN2CC(C)CC(C)C2)c(=O)c2cc(S(=O)(=O)N(C)C)ccc21 (stereo not given) | -5.1 | -5.1 | -17.2 | -1.1 | -2.4 | -3.9 | -8.8 | -0.3
CN(CC(=O)Nc1ccc(N2CCOCC2)cc1)C(=O)c1cn(-c2ccccc2)nc1-c1ccccc1 | -5.4 | -4.4 | -8.0 | 31.1 | -1.8 | -4.6 | -4.7 | -27.5
CCCCNC(=O)CSc1nc2ccsc2c(=O)n1CCCC(=O)NCCc1ccc(S(N)(=O)=O)cc1 | -14.4 | 11.4 | 9.1 | 0.2 | 2.7 | 11.2 | 4.7 | 13.2
Cn1c(SCc2ccc(C#N)cc2Cl)nc2ccccc21 | -89.9 | -3.8 | 80.0* | -12.0 | -87.6 | 6.1 | 68.8* | -145.5
O=C(N/N=C/c1cc(Br)c(Br)o1)c1ccc2c(c1)OCCO2 | -21.0 | 9.1 | -6.3 | 2.3 | -39.7 | -11.8 | -4.6 | -40.5
CC(=O)Nc1cccc(Nc2nc(-c3ccccc3)nc3ccccc23)c1 | 3.1 | 8.3 | 9.7 | 15.0 | -0.1 | 14.5 | 1.1 | 19.8
COc1ccc(NC(=O)C2CC(=O)N(c3ccccc3Cl)C2)c(OC)c1 (stereo not given) | -7.7 | -3.9 | -0.1 | 4.0 | 0.1 | -6.6 | 5.6 | -7.7
COc1ccc2[nH]c3ccccc3c2c1 | -16.5 | -4.5 | 6.4 | 12.4 | 20.1 | -4.3 | -0.8 | 15.1
CC(Sc1nncn1C)C(=O)Nc1cc(C(F)(F)F)ccc1N1CCOCC1 (stereo not given) | -11.2 | -5.6 | -1.8 | 3.3 | 16.0 | -16.8 | -5.0 | 1.8
CN(C)n1cccc1/C=C(\C#N)S(=O)(=O)c1cccc(Cl)c1 | 9.1 | -0.2 | 1.3 | -0.5 | 0.0 | 15.4 | -6.0 | -0.9
CC1=NN(c2ccc(Cl)c(C(=O)O)c2)C(=O)C1 | 7.5 | -2.7 | 16.9 | 7.6 | -12.0 | 12.0 | 3.2 | 10.8
COc1ccccc1N1CCN(C(=O)c2ccc3c(c2)NC(=O)C(CSCc2ccccc2C)N3)CC1 (stereo not given) | 1.0 | . | 1.0 | 9.6 | . | -20.2 | 10.2 | 0.8
O=C(Nc1ccc(F)cc1)c1cccc(NC(=O)C2C3CC4OC(=O)C2C4C3)c1 (stereo not given) | -0.3 | -4.1 | -6.2 | 2.0 | 2.9 | -7.3 | 0.9 | -16.4
CC[C@@]12C(=O)N(c3ccc(OC)cc3)C(=O)N1[C@H](c1cccc(C)c1)[C@@H]1C(=O)N(Cc3ccccc3)C(=O)[C@@H]12 | 13.3 | -3.7 | 13.6 | 14.2 | -8.6 | -2.0 | -9.5 | 8.3
CC(O)c1nc2ccccc2n1CC(=O)Nc1ccc2c(c1)OCCO2 (stereo not given) | -13.0 | -4.8 | -13.6 | -8.5 | -3.8 | 6.5 | 4.9 | 7.5
CCOC(=O)c1c(N)sc2c1CCN(CCc1ccccc1)C2 | 14.0 | -5.3 | 4.9 | -0.8 | 30.5 | 6.9 | -6.2 | -5.2
Cc1nonc1OCCCNc1ccc([N+](=O)[O-])cc1Cl | -26.2 | -4.4 | -0.5 | -13.1 | -29.2 | -6.6 | -6.6 | 8.8
O=S1(=O)c2ccc(Br)cc2OC(COCc2ccccc2)CN1Cc1ccccc1 (stereo not given) | . | 0.1 | 5.1 | 13.2 | 22.0 | . | . | 0.0
COc1ccc(C/C(C)=N/NC(=S)Nc2ccc(C)c(C)c2)cc1 | -11.9 | -5.7 | 7.8 | 20.7 | 3.3 | 0.4 | -5.6 | -5.1
Fc1cnc(Cl)nc1NC1CCCCC1 | 5.2 | 0.5 | -11.4 | 1.0 | -10.2 | 9.8 | -1.6 | 7.4

Ordered by value in HKDC1 inhibitor (smallest number first): 3 of the compounds above.
| Compound | Jurkat NFkB inh | HKDC1 inhibitor | SENP7 block | UBC13 inh | 697 NFkB inh |
| --- | --- | --- | --- | --- | --- |
| CCn1cc(C(=O)NCCCN2CC(C)CC(C)C2)c(=O)c2cc(S(=O)(=O)N(C)C)ccc21 (stereo not given) | -5.1 | -5.1 | -17.2 | -3.9 | -0.3 |
| CN(CC(=O)Nc1ccc(N2CCOCC2)cc1)C(=O)c1cn(-c2ccccc2)nc1-c1ccccc1 | -5.4 | -4.4 | -8.0 | -4.6 | -27.5 |
| O=c1c2ccccc2nnn1CSc1ccccc1 | -143.0 | -2.5 | 78.0* | -2.8 | -214.7 |

Next part
SMILES | Jurkat NFkB inh | HKDC1 inhibitor | SENP7 block | Apaf1 inhib | Gli-Sufu block | UBC13 inh | SENP8 inh | 697 NFkB inh
COc1ccc(C(C(=O)NC2CCCC2)N(C(=O)c2snc(C(N)=O)c2N)c2cc(C)ccc2OC)cc1OC (stereo not given) | -0.5 | -3.4 | 3.3 | 1.9 | 24.6 | 9.8 | 6.2 | 20.5
NS(=O)(=O)c1cccc(NC(=O)c2ccno2)c1 | 5.0 | 1.9 | 3.9 | -1.2 | 2.5 | 1.1 | -2.8 | 5.3
Clc1ccc(CNCc2cccs2)cc1Cl | -28.2 | -13.9 | -9.5 | 15.5 | -10.9 | -3.6 | -18.4 | -42.7
O=C(Cc1ccc(-n2cccc2)cc1)NC1CCCCCC1 | -9.4 | -2.2 | 4.1 | 4.3 | 1.1 | -13.7 | 7.8 | -49.7
OC(CNCC1COc2ccccc2O1)COc1ccc(Cl)cc1 (stereo not given) | -7.5 | -5.3 | 1.3 | -3.2 | 5.2 | 9.4 | -4.3 | -4.6
CCCCN(C(=O)c1cccc(-n2cccc2)c1)c1c(N)n(CCC)c(=O)[nH]c1=O | -9.8 | 10.3 | 7.3 | 16.6 | -3.4 | -6.8 | 1.5 | -8.9
CC1CCCCN1C(=S)NC(=O)c1ccco1 (stereo not given) | 0.2 | -2.3 | -2.6 | -8.4 | 2.4 | -1.4 | -6.8 | 13.8
O=[N+]([O-])c1ccc(Sc2ccc(Cl)c(Cl)c2)nc1 | 79.2* | -5.2 | 4.7 | 3.9 | -3.5 | 5.4 | 6.6 | 4.8
CCOC(=O)c1cc2c(OC)ccc(OC)c2n1CC(=O)c1ccccc1 | -10.9 | -1.6 | 5.3 | 11.5 | -0.2 | 40.9 | -0.6 | 16.1
COc1ccc(C(=O)N2CCC(C(=O)c3ccc(F)cc3)CC2)cc1 | 8.5 | -9.7 | -5.3 | 6.7 | -8.0 | -7.2 | -6.2 | -19.5
O=C(O)c1ccc(NS(=O)(=O)c2ccc(Cl)cc2)cc1 | -3.9 | -6.7 | 4.0 | -4.3 | 7.0 | 8.3 | 1.6 | 23.4
CCC(C)[C@H](NC(=O)NCCC1=CCCCC1)C(=O)O (stereo not given in full) | -3.2 | -2.2 | 4.9 | -1.4 | 4.9 | 2.2 | -2.3 | 1.2
Cc1cc(NC(=O)CSc2c3c(nc4ccccc24)CCC3)no1 | 7.3 | -6.4 | 6.1 | -0.2 | 6.0 | 21.0 | 4.5 | 7.1
Cc1cccc(-n2nc3c(c2NC(=O)CCC2CCCCC2)CS(=O)C3)c1C (stereo not given) | -4.2 | -3.6 | -9.0 | 10.8 | 0.8 | -5.2 | -3.7 | 7.8
COc1ccc(S(=O)(=O)Nc2ccc3c(c2)n(C)c(=O)n3C)cc1F | 2.2 | -5.3 | -13.3 | 4.7 | 17.5 | -4.9 | -7.9 | -1.1
CCOc1ccc(N(CC(=O)NC2CCCCC2C)S(=O)(=O)c2c(C)noc2C)cc1 (stereo not given) | 10.2 | -0.9 | 2.7 | 13.3 | 6.4 | 0.6 | 10.9 | 4.0
O=NN1CCN(c2ccncc2S(=O)(=O)N2CCCCC2)CC1 | 1.4 | -5.8 | -4.4 | -20.3 | 3.7 | -2.8 | -8.1 | -5.5
CCOC(=O)c1ccccc1NC(=O)COC(=O)C(CCSC)NC(=O)COc1ccccc1 (stereo not given) | 0.7 | 1.4 | 12.1 | 27.0 | -21.9 | 0.4 | -3.2 | -28.7
O=C(N/N=C/c1ccc(OC(F)F)cc1)c1ccc(CSc2nc3ccccc3[nH]2)cc1 | -14.3 | -3.5 | -9.7 | -6.8 | 1.4 | -19.2 | -9.9 | 1.4
Cc1ccc(N2C(=O)c3ccccc3C2Nc2ccc(S(=O)(=O)N3CCCCC3)cc2)nc1 (stereo not given) | -14.8 | -1.1 | 2.9 | 14.9 | 4.8 | -2.0 | -1.3 | 0.5
COc1ccc(NC(=O)CN2C(=O)NC3(CCCC3)C2=O)cc1Cl | -0.9 | -3.4 | 10.0 | 3.5 | 1.5 | 4.2 | -1.6 | 3.6
Cc1ccc(OCC(=O)Nc2ccc([N+](=O)[O-])cc2)cc1 | 7.9 | -6.3 | 1.4 | -9.5 | -17.1 | -7.3 | 4.7 | 17.8
O=C(Cc1cccs1)NCCS(=O)(=O)N1CCN(c2ccccc2F)CC1 | 38.3 | -3.7 | 12.7 | 0.7 | -6.1 | -0.3 | -17.5 | 8.1
O=C(COC(=O)c1ccco1)NC12CC3CC(CC(C3)C1)C2 | -1.6 | -9.9 | 0.8 | -5.1 | 13.0 | 1.4 | 1.2 | 2.8
S=c1[nH]nc(-c2ccco2)n1/N=C/c1ccc(Br)s1 | 11.5 | 18.7 | -0.3 | 14.2 | 3.4 | -16.6 | -0.6 | 18.8
COc1ccc(OC)c(NC(=O)CSc2nnc(C3CCCCC3)o2)c1 | -0.1 | -2.7 | -0.4 | 1.3 | -5.7 | 8.4 | 2.5 | 17.6
CCOC(CCNC(=O)c1cn(CC(C)C)c(=O)c2c1c1ccccc1n2C)OCC | -2.6 | -0.2 | -2.2 | 5.2 | -17.6 | 12.3 | 2.9 | 9.5
O=C(NC1CCCc2c1cnn2-c1cc(F)cc(F)c1)c1ccccn1 (stereo not given) | -4.0 | 2.5 | 8.3 | -3.7 | 2.8 | -7.6 | -17.0 | -30.1

Gathered by group, those above containing two or more sulfur atoms.
SMILES | Jurkat NFkB inh | HKDC1 inhibitor | SENP7 block | Apaf1 inhib | Gli-Sufu block | UBC13 inh | SENP8 inh | 697 NFkB inh
CCCCNC(=O)CSc1nc2ccsc2c(=O)n1CCCC(=O)NCCc1ccc(S(N)(=O)=O)cc1 | -14.4 | 11.4 | 9.1 | 0.2 | 2.7 | 11.2 | 4.7 | 13.2
O=C(Cc1cccs1)NCCS(=O)(=O)N1CCN(c2ccccc2F)CC1 | 38.3 | -3.7 | 12.7 | 0.7 | -6.1 | -0.3 | -17.5 | 8.1
S=c1[nH]nc(-c2ccco2)n1/N=C/c1ccc(Br)s1 | 11.5 | 18.7 | -0.3 | 14.2 | 3.4 | -16.6 | -0.6 | 18.8
